Screens from PubChem BioAssay.
BRCA1 expr up – BRCA1 expression activation. MCF7-BRCA1-FFLuc reporter, luminescence, 48 h; response scale: scaled: vehicle 0%, 10 µM genistein 100%. AID 624202. 1.1% of 380,000 active. Potency, µM (titrated, usually from 46.1 µM), for the others: at the highest dose activation, hits mostly activators; also: potency is read from the fitted curve at half-maximal effect; nearly all actives have a fitted effect of over 80% in size; some results filed as inactive show a strong effect at the top dose
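Luminescence from a BRCA1-driven firefly luciferase in MCF7 cells was read after 48 h compound exposure at 37 C. Data normalized against DMSO and a 10microM genistein activation control, then curve-fitted across the titration.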
ELG1 DNA repair – inhibitors of ELG1-dependent DNA repair in HEK293T cells. AID 504467. 2.3% of 330,000 active. Potency, µM (highest dose often 46.1 µM), inactives show top-dose activity change, negative = inhibition, usual class: inhibitors. HEK293T ELG1-luciferase reporter, luminescence, 16 h; DNA damage induced by 5-fluorouridine; also: potency is read from the fitted curve at half-maximal effect; % is scaled to controls: 0 for no effect and ±100 for the full control effect; nearly all actives have a fitted effect of over 55% in size
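DMSO vehicle served as the neutral condition. Each well held 2,000 cells given 5-fluorouridine plus compound; after 16 hr at 37 °C/5% CO2, ONE-Glo was added and luciferase measured 30 min later.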
Tb PFK block – inhibitors of T. brucei phosphofructokinase. O15648. T. brucei PFK, ADP-Glo luminescence. Potency, µM (highest dose often 57.5 µM), for inactives: at the highest dose activity, negative = inhibition, hits mostly inhibitors. 0.17% of 330,000 active;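 also: potency is read from the fitted curve at half-maximal effect; 0% = uninhibited 1x PFK enzyme wells and -100% = no-enzyme wells; nearly all actives have a fitted effect of over 60% in size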
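Compounds were pin-transferred as a titration series up to 57 uM into substrate buffer (0.5 mM F6P, 0.1 mM ATP, pH 8.0), then 1.25 nM PFK was added and reactions ran 45 min before ADP-Glo detection.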
NPC1 prom act – activators of NPC1 promoter; Huh7 NPC1 promoter luciferase reporter, 24 h; Potency, µM (doses to about 9.22 µM), for the others: top-dose activation, most hits filed as activators; 2.4% of 320,000 active;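 also: potency is read from the fitted curve at half-maximal effect; % of control where 0% means no effect; nearly all actives have a fitted effect of over 60% in size; reporter is driven by a mutant NPC1 promoter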
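NPC1 promoter–luciferase Huh7 cells; 24 h compound; luminescence.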
TRPV1 agonist – activates the human vanilloid receptor TRPV1. TRPV1-expressing cells, Fluo-8 calcium influx, agonist mode. activation, % at 8.33 µM. 0.19% of 320,000 active. AID 540275; in the data active = activation above about 80%; inconclusive = between about 30% and that limit; also: 0% is about no effect
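Fluo-8 calcium influx in TRPV1-expressing cells, kinetic read (ex 480/em 520 nm). Compound added and read 3 min for agonist activity, followed by capsaicin at EC20 final and 2 min further read for enhancement.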
Rab9 promoter act – activates the Rab9 promoter; Huh7 Rab9 promoter-luciferase reporter, luminescence, 24 h; Potency, µM (doses to about 9.22 µM), inactives show at the highest dose activation, negative = inhibition, usual class: activators; 2.8% of 320,000 active; also: potency is read from the fitted curve at half-maximal effect; % of control where 0% means no effect; nearly all actives have a fitted effect of over 60% in size
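Luminescence from Amplite-detected luciferase (10 minutes, ambient) reports Rab9 promoter activation. Before that, stable Rab9-luciferase Huh7 cells (1500/well, reduced-serum OP-MEM I plus 10% FBS) were exposed to compound for 24 hours at 37C.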
p53 reactivation – mutant p53 re-activation in reporter cells | H1299 p53-A138V BP100-luciferase reporter, luminescence, 24 h | Potency, µM (top dose mostly 92.2 µM), without a hit: at the highest dose activity change, positive = activation, actives largely listed as activators | 0.063% of 320,000 active; also: potency is read from the fitted curve at half-maximal effect; % of control where 0% means no effect; nearly all actives have a fitted effect of over 45% in size
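H1299 (p53-null), stable ts p53-A138V + BP100-Luc; 1000 cells/well, Opti-MEM/10% FBS; cpd 4 pt, 1:5; 24 h, 37 deg C, 5% CO2; detection reagent 10 min RT; luminescence.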
VP16 counter – Gal4-VP16 reporter inhibition counter-screen | Drosophila S2 Gal4-VP16 UAS-luciferase, luminescence, 20 h | Potency, µM (top dose mostly 53.6 µM), for inactives: at the highest dose activity, negative = inhibition, usual class: inhibitors | 3.5% of 310,000 active;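 also: Gal4-VP16 expression switched on by copper sulfate through the metallothionein promoter; potency is read from the fitted curve at half-maximal effect; % is scaled to controls: 0 for no effect and ±100 for the full control effect; nearly all actives have a fitted effect of over 50% in size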
ELG1 genotoxic – induces genotoxicity in HEK293T cells with luciferase-tagged ELG1 | 1.3% of 330,000 active | HEK293T ELG1-luciferase reporter, luminescence, 16 h | Potency, µM (top dose mostly 46 µM), for inactives: at the highest dose activity change, positive = activation, actives largely listed as activators; also: potency is read from the fitted curve at half-maximal effect; % of control where 0% means no effect; nearly all actives have a fitted effect of over 60% in size
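ELG1-luciferase HEK293T cells, 2,000/well; compound pinned in; 16 hr, 37 °C, 5% CO2; ONE-Glo, 30 min RT; luminescence on CCD imager.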
RORgamma inh – inhibitors of mouse ROR gamma transcriptional activity; P51450; Drosophila S2 Gal4-RORgamma UAS-luciferase reporter, 20 h; Potency, µM (series often up to 53.6 µM), for the others: top-dose activity change, negative = inhibition, actives largely listed as inhibitors; 5.4% of 310,000 active; AID 2551; also: potency is read from the fitted curve at half-maximal effect; % is scaled to controls: 0 for no effect and ±100 for the full control effect; nearly all actives have a fitted effect of over 60% in size
Target sequence (P51450 whole entry, looked up, the tested form may be a part): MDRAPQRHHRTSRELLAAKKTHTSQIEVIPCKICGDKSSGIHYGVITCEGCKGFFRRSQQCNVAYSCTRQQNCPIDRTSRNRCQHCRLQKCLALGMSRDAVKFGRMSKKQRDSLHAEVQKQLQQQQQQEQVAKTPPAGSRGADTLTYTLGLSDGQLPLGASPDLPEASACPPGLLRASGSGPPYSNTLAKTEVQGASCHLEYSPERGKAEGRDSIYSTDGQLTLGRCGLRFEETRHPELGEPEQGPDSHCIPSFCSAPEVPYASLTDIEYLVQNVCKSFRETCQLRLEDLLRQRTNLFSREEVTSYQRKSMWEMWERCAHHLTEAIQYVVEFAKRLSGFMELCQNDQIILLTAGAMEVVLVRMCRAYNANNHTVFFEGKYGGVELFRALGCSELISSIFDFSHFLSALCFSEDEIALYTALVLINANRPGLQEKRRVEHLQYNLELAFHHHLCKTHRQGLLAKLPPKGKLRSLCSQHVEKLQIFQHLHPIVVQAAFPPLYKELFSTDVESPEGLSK
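Compounds are pin-transferred onto Drosophila Schneider cells expressing a copper-inducible Gal4–ROR gamma transactivation domain fusion. After 1 hr, copper sulfate is added to 700 uM final; luciferase is read 20 hr later.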
FLuc modulator – firefly luciferase modulation, counter-screen for miR-21 project; P08659; purified FLuc, Km substrates, luminescence inhibition; Potency, µM (top dose mostly 57.5 µM), for the others: at the highest dose activity change, negative = inhibition, hits mostly inhibitors; 6.9% of 360,000 active; AID 588342;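 also: potency is read from the fitted curve at half-maximal effect; plate controls were vehicle for no effect and reference inhibitor for full effect; nearly all actives have a fitted effect of over 55% in size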
Target sequence (P08659 whole entry, looked up): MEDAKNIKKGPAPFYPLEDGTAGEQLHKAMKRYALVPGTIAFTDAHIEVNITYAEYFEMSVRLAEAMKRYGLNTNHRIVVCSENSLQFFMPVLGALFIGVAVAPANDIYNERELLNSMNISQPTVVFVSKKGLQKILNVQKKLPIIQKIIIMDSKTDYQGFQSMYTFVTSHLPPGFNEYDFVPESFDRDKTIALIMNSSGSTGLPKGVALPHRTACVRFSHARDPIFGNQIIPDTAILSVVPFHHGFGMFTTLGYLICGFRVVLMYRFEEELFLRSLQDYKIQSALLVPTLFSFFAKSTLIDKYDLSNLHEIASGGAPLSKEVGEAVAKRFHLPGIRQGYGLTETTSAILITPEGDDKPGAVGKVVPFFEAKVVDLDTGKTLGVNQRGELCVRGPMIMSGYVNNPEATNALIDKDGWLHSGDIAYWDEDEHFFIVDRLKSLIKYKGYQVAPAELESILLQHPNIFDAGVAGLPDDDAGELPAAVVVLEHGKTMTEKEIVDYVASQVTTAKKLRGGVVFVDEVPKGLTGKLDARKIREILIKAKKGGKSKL
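Biochemical qHTS of compounds, final roughly 60 µM downward over six points, against 10 nM purified firefly luciferase using Km concentrations of substrates (10 uM D-luciferin, 10 uM ATP) in Tris acetate pH 7.5 buffer; luminescence output.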
Numbers without * were called inactive; ? = inconclusive; / = no result given; & = joins results of further samples; [ ] = another dose, or the depositor's remark. Unless noted, calls follow the shape of the dose curve; as a rule, active = well fitted curve in the direction sought with a large enough effect; inconclusive = small, poorly fitted or top-dose-only effect, or another doubt; inactive = no such curve, though single readings can be large; an effect the other way counts as inactive or inconclusive.

Sequence of screens: BRCA1 expr up | ELG1 DNA repair | Tb PFK block | NPC1 prom act | TRPV1 agonist | Rab9 promoter act | p53 reactivation | VP16 counter | ELG1 genotoxic | RORgamma inh | FLuc modulator
- CC(=O)NC(c1ccc(C(C)C)cc1)c1ccc2cccnc2c1O (stereo not given)
 : -89% | ? | 1% | -22% | -3 | -31%[inhibitor] | 28% | 2.8µM* | ? | 3.5µM* | 2%
- CCN(CC)C(=O)Cn1c(=O)oc2ccccc21
 : -6% | -2% | 1% | -2% | 1 | 0% | 0% | -1% | -1% | -3% | -2%
- CC1CCN(S(=O)(=O)N2CCC(C(=O)NCc3ccc4c(c3)OCO4)CC2)CC1
 : -13% | ? | -2% | -3% | 15 | -7% | 6% | -3% | -1% | 23% | 5%
- O=C(O)c1ccc(NCc2ccc(Br)cc2)cc1
 : 15% | 18% | ? | 0% | -1 | 19% | -1% | ? | 0% | -3% | ?
- CCO[C@@H]1OC(C(=O)N2CCCCCCC2)=C[C@H](c2ccc3c(c2)OCO3)[C@H]1CCCO
 : -8% | 2% | -1% | -3% | 10 | -1% | -3% | 5% | 4% | 0% | 2%
- CN1C=CC=C/C1=C1/SC(=S)N(Cc2ccccc2)C1=O
 : 17% | -1% | -16% | 1% | 16 | 2% | ? | -18% | -4% | 38% | 2%
- COc1ccc(-c2nc(CS(=O)(=O)CC(=O)NCc3ccccc3Br)c(C)o2)cc1
 : -41% | 2% | 0% | 3% | ? | -4% | / | 1% | -1% | -21% | -2%&-18%
- COc1ccc(NC(=O)CN(C)C(=O)C2CCCO2)cc1 (stereo not given)
 : 11% | ? | -5% | 2% | 4 | 1% | 7% | / | 4% | / | 1%
- Nc1nc(-c2ccccc2)c(N=Nc2cccc3ccccc23)s1
 : -90% | 14% | -7% | 1% | -9 | -3% | 0% | ? | 0% | 31% | 27µM*
- COc1ccc(OCCCC(=O)Nc2cc(Cl)ccc2-n2cncn2)cc1
 : -29% | -16% | -2% | -3% | -2 | -5% | 3% | / | -2% | / | -1%
- Nc1nccc(-c2nn(-c3ccc(Cl)cc3)ccc2=O)n1
 : -9% | -11% | -5% | 0% | -6 | -7% | -2% | 1% | -1% | -1% | 2%
- CC(=O)Nc1ccc(N(C(=O)c2cnccn2)C(C(=O)NC2CCCCC2)c2ccc(O)cc2)cc1 (stereo not given)
 : 45% | ? | 2% | 0% | 0 | 12% | 19% | 3% | 13% | 2% | -6%
- CCOC(=O)Cn1nc(/C=C/c2ccccc2)ccc1=O
 : -1% | 18% | 1% | -1% | / | -5% | -1% | 14µM* | 4% | -86% | -1%
- COc1ccc(/C=C/C2=CC(C)(C)NC(=S)N2)c(OC)c1
 : -12% | ? | -4% | 3% | -2 | 1% | -1% | 3.5µM* | -12% | 1.3µM* | ?
- O=C(Cn1cc(Br)ccc1=O)Nc1ccc2c(c1)OCO2
 : -12% | ? | 0% | 2% | 1 | -7% | -2% | / | 1% | / | -1%
- COC(C[C@@H]1O[C@H]1[C@@H](O)COCc1ccccc1)OC
 : 5% | 7% | 2% | -5% | -3 | 0% | 0% | 7% | 6% | 15% | 0%
- COc1ccc2[nH]c(=O)c(-c3nnn(-c4ccccc4)n3)cc2c1
 : ? | ? | 1% | ? | -6 | ? | 3% | 7% | 7% | 16% | ?
- Cc1ccc(NC(=O)c2cc(C)nc3ccccc23)cc1
 : -16% | -8% | 1% | -3% | 7 | -1% | / | 10% | 1% | -2% | -2%
- O=C(/C=C/c1cc([N+](=O)[O-])ccc1OC(F)F)Nc1cccc([N+](=O)[O-])c1
 : -1% | 10% | 13% | 19% | -2 | 0% | -1% | 1% | 0% | 4% | -2%
- CC1(c2nnc(Cc3ccccc3)o2)CC(c2cccc(F)c2)=NO1 (stereo not given)
 : 1% | 0% | 0% | -2% | 12 | -2% | 2% | / | 2% | / | -4%
- COC(=O)c1sccc1NC(=O)Nc1cc(OC)ccc1OC
 : -32% | 5% | ? | 0% | -1 | 5% | -4% | 0% | 3% | ? | 0%
- O=C(Cc1ccc(Br)cc1)Nc1ccccc1N1CCCC1
 : -12% | -1% | 1% | -3% | 9 | 5% | -10% | -6% | -6% | 4% | 3%
- Cc1ccc(CNCc2cccnc2)s1
 : 10% | 17% | 4% | -2% | -1 | 0% | 1% | 4% | 1% | -2% | -1%
- NC(=O)c1ccc[n+](CC(=O)c2ccc(NC(=O)c3ccccc3)cc2)c1
 : -3% | 8% | 3% | 1% | -2 | -4% | -1% | 3% | 0% | 19% | 6%
- C/C(=N\NC(=O)c1cccc(N/N=C(\C)c2ccccc2)c1)c1ccccc1
 : 3% | ? | 8% | ? | 4 | ? | ? | ? | 13% | ? | 13µM*
- CCOc1ncccc1C(=O)OCC(=O)N(CC(C)C)c1c(N)n(Cc2ccccc2)c(=O)[nH]c1=O
 : -11% | 2% | 0% | -3% | 1 | -1% | -5% | / | 0% | / | -1%
- C=C1SC(Nc2c(C)cccc2C)=NC12CCCCC2
 : -3% | -1% | 3% | -9% | 9 | -8% | 5% | 2.2µM* | -13% | 4µM* | 1%
- Cc1ccc(NC(=O)CSc2nc(N)cc(=O)[nH]2)cc1S(=O)(=O)N1CCCCCC1
 : -14% | -2% | 1% | / | / | / | -9% | / | 0% | / | /
- O=C(c1cccs1)N1CCN(c2nc3ccccc3s2)CC1
 : 34% | 6% | -8% | ? | ? | 24% | 8% | 19% | 1% | ? | 3%
- N#CCCN(C(=O)CN1C(=O)NC2(CCCC2)C1=O)c1ccccc1F
 : 6% | 11% | -5% | 2% | -5 | 0% | 1% | -9% | -2% | 1% | 2%
- Cc1[nH][nH]c(=O)c1C
 : 1% | 17% | -1% | -2% | 2 | -2% | -5% | / | 2% | / | 2%
- CCOc1ccc(NC(=O)c2ccc(NC(=O)COC(=O)c3ccc(NC(=O)CC#N)cc3)cc2)cc1
 : 2.8µM* | ? | -13% | ? | -1 | 2.2µM* | 5% | / | 5.2µM* | / | -17%
- N=c1c2c(n(Cc3ccc(F)cc3)c3c1CCC3)CCCC2
 : -48% | -5% | -2% | -24% | 2 | -19% | -3% | -12% | -10% | -13% | 0%
- CC(C)C(=O)N(c1ccc2oc(=O)sc2c1)S(=O)(=O)c1cccs1
 : -41% | ? | 7% | -1% | 2 | 3% | 3% | -11% | -3% | -31% | 3%
- O=C1CCC/C1=C/Nc1ccc2c(c1)OCO2
 : 0%[1.84 µM] | ? | -1% | 10% | 6 | ? | -13% | ? | 8% | ? | 17µM*
- O=C(Nc1ccnn1C1CCN(Cc2cccc(OCCO)c2)CC1)c1cccc(F)c1
 : -36% | 13% | -2% | 0% | 0 | 1% | 7% | 3% | 3% | -14% | -8%
- Cc1nc(NC(=O)CSc2nnnn2C)sc1C
 : 69% | ? | -6% | ? | -1 | ? | ? | 7% | ? | -45% | ?
- Cc1cc(Cl)ccc1OCC(=O)OC(C)C(=O)NC(N)=O (stereo not given)
 : 1% | ? | 1% | 6% | -2 | -4% | -1% | 2% | 0% | -1% | -15%
- CCCNC(=O)c1ccc(N2CCC3(CC2)CC(c2cccc(Br)c2)=NO3)c(NC(=O)c2ccccc2)c1
 : 6% | ? | 0% | 2% | -2 | -1% | 5% | / | 1% | / | 6%
- CCOC(=O)CC(=O)CSc1nc2ccccc2c(=O)n1-c1ccc(C(=O)N2CCOCC2)cc1
 : -5% | -14% | 2% | 2% | 29 | -6% | -4% | -6% | 12% | 26% | 8%
- O=C(Nc1ccc(CN2CCCCC2)cc1)c1cccc(F)c1
 : 42% | ? | 0% | 16% | -2 | 23% | -3% | -1% | ? | -1% | ?
- COc1ccc(/C=N/Nc2nc(-c3cccc(S(=O)(=O)N4CCCC4)c3)cs2)c(OC)c1
 : -38% | -29% | 1% | -4% | -2 | -11% | -10% | -8% | -1% | 10% | ?
- CC(C)CCNC(=O)c1ccc(CSCc2cccc(F)c2)o1
 : 16% | 5% | -2% | 2% | ? | -3% | 3% | 12% | 0% | 17% | -18%
- CNS(=O)(=O)c1cc(NC(C)=O)c(C)cc1C
 : 17% | 13% | 3% | -3% | 3 | 1% | 8% | -2% | 1% | -16% | 2%
- O=C(Nc1ccc(F)cc1)NC1CCCc2ccccc21 (stereo not given)
 : 29% | -1% | -4% | 2% | ? | 2% | -2% | ? | -2% | 24% | 0%

With a hit mark in Rab9 promoter act, among the entries above:
Molecule | Tb PFK block | NPC1 prom act | TRPV1 agonist | Rab9 promoter act | p53 reactivation | RORgamma inh
CCOc1ccc(NC(=O)c2ccc(NC(=O)COC(=O)c3ccc(NC(=O)CC#N)cc3)cc2)cc1 | -13% | ? | -1 | 2.2µM* | 5% | /
